High-throughput results: PubChem BioAssay, The Scripps Research Institute Molecular Screening Center
ZTA counter – blocks Epstein-Barr virus ZTA, an EBNA-1 counter-screen. ZTA-DNA binding, fluorescence polarization. inhibition, % at 11 µM. 320,000 compounds, 0.15% hits. AID 2234; in the data active = inhibition above about 33%
Target sequence (P03206 whole entry, looked up): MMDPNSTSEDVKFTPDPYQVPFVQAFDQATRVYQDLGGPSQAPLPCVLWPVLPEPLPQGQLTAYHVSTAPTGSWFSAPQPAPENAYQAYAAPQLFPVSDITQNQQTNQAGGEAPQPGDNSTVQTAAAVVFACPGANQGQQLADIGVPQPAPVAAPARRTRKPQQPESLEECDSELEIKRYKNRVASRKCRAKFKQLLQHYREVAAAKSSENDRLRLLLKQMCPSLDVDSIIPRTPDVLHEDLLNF
PAFAH1B2 FP inh – PAFAH1B2 enzyme inhibitors, primary screen, biochemical, fluorescence polarization, human; AID 492953, 2010; recombinant PAFAH1B2, FP-rhodamine activity probe; Platelet-activating factor acetylhydrolase IB subunit alpha2 (Homo sapiens), P68402; 340,000 compounds, 1.2% hits; inhibition, % at 3.39 µM;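 active = inhibition above the mean of all tested compounds plus 3 SD, cut at about 24% in these data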;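 also: 0% = enzyme with DMSO and 100% = wells lacking PAFAH1B2; many of its hits are not listed in these tables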
PAFAH2 FP inh – PAFAH2 enzyme inhibitors, primary screen, biochemical, fluorescence polarization, human; AID 492956, 2010; 340,000 compounds, 0.99% hits; inhibition, % at 3.39 µM; recombinant PAFAH2, FP-rhodamine activity probe;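 active = inhibition above the mean over all tested compounds plus 3 SD, cut at about 30% in these data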;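 also: inhibitors block probe labeling of enzyme so polarization drops; 0% = enzyme with DMSO and 100% = wells lacking PAFAH2 protein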
pPAFAH inh – pPAFAH enzyme inhibitors, primary screen, biochemical, fluorescence polarization, human; AID 463082, 2010; inhibition, % at 3.39 µM; 330,000 compounds, 1.5% hits; recombinant pPAFAH, FP-rhodamine probe fluorescence polarization; Platelet-activating factor acetylhydrolase (Homo sapiens), Q13093;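 active = inhibition above the mean inhibition across the screen plus 3 SD, cut at about 25% in these data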;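 also: inhibitors block binding of the rhodamine activity-based probe so polarization drops; 0% = enzyme with DMSO and 100% = wells lacking pPAFAH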
Target sequence (Q13093 whole entry, looked up): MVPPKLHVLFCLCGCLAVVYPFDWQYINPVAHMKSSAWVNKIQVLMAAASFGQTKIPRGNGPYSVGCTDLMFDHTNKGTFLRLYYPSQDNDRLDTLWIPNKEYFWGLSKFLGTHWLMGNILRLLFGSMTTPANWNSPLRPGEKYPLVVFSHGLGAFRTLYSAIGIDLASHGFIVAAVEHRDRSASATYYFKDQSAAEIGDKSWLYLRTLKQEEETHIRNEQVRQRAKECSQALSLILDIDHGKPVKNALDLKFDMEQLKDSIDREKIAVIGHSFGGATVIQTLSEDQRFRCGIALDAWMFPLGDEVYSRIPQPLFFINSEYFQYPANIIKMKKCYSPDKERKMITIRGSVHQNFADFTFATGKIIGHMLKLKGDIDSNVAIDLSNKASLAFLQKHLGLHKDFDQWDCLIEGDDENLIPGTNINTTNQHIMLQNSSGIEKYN
LYPLA2 inh – LYPLA2 inhibitors, primary screen, counter-screen for PME1 inhibitor project, biochemical, fluorescence polarization, FP-Rh probe ABPP. inhibition, % at 5.9 µM. recombinant LYPLA2. 320,000 compounds, 0.38% hits;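 active = inhibition above the screen-wide mean plus 3 SD, limit set per campaign, cut at about 26% in these data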;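 also: 0% = LYPLA2 with DMSO and 100% = wells lacking LYPLA2 enzyme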
EBNA-1 inh – EBNA-1 DNA-binding inhibitors, primary screen, biochemical, fluorescence polarization | 300,000 compounds, 0.34% hits | AID 1950, 2009 | inhibition, % at 14.8 µM; in the data active = inhibition above about 28%
PREPL inhibitor – PREPL enzyme inhibitors, primary screen, biochemical, fluorescence polarization | 320,000 compounds, 0.68% hits | inhibition, % at 5.96 µM | AID 2751, 2010 | Prolyl endopeptidase-like (Homo sapiens), Q4J6C6 | recombinant PREPL, fluorescence polarization activity-based probe; in the data active = inhibition above about 43%;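 also: 0% = enzyme with DMSO and 100% = wells lacking enzyme; many of its hits are not listed in these tables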
LYPLA1 inh – LYPLA1 inhibitors, primary screen, counter-screen for PME1 inhibitor project, biochemical, fluorescence polarization, FP-Rh probe ABPP; Acyl-protein thioesterase 1 (Homo sapiens), O75608; recombinant LYPLA1; inhibition, % at 5.9 µM; 320,000 compounds, 0.16% hits;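 active = inhibition above the mean of all tested compounds plus 3 SD, set per campaign, cut at about 14% in these data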;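 also: inhibitors block serine hydrolase probe labeling of LYPLA1 so polarization falls; 0% = enzyme with DMSO and 100% = wells lacking LYPLA1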
PAFAH1B3 FP inh – PAFAH1B3 enzyme inhibitors, primary screen, biochemical, fluorescence polarization, human. recombinant PAFAH1B3, FP-rhodamine probe. inhibition, % at 3.39 µM. 340,000 compounds, 0.28% hits. AID 492972, 2010;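 active = inhibition above the screen-wide average of all tested compounds plus 3 SD, cut at about 25% in these data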;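 also: 0% = enzyme with DMSO only and 100% = wells lacking PAFAH1B3 protein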
Target sequence (Q15102 whole entry, looked up): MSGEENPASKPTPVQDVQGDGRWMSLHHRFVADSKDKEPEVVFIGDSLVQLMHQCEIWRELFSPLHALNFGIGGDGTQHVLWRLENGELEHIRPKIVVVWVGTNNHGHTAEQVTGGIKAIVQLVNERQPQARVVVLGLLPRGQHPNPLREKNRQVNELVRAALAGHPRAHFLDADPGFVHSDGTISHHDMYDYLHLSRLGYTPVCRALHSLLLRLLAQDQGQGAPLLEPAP
* = called active by the depositor; · = no result given.

SMILES	ZTA counter	PAFAH1B2 FP inh	PAFAH2 FP inh	pPAFAH inh	LYPLA2 inh	EBNA-1 inh	PREPL inhibitor	LYPLA1 inh	PAFAH1B3 FP inh
CN(CCCNC(=O)CSc1cc(=O)n(C)c2cc(Cl)ccc12)Cc1ccccc1	6	0	2	6	10	-10	0	-3	1
O=C(NCc1ccccc1)c1cc(=O)[nH]c2ccccc12	16	5	1	3	1	9	-2	0	1
FC(F)(F)c1cnc(Sc2nc3nccc(-c4ccc(Cl)cc4)n3n2)c(Cl)c1	1	0	-3	0	-3	9	6	-5	-6
Cc1cccc(C(=O)O/N=C2\CCCc3ccccc32)c1	-23	5	16	18	7	-13	5	0	3
Cc1cccc(NC(=O)CSCC(=O)N2CCCc3ccccc32)c1	-3	5	-4	-3	9	-16	-16	1	2
Cc1cc(N2CCN(C3CCCCC3)CC2)nc2cccc(O)c12	-1	1	-2	-2	-2	3	8	-6	-11
COC(=O)[C@H](CCSC)NC(=O)c1cc2c(cn1)[nH]c1ccccc12	19	6	2	1	-6	2	-3	-3	8
Cc1cc(C)n(CC(=O)O)n1	-2	3	1	1	-4	16	4	1	4
CCS(=O)(=O)N1Cc2ccccc2CC1C(=O)Nc1cccc(S(=O)(=O)N(C)C)c1 (stereo unspecified)	11	1	-1	2	2	-7	-4	0	6
CC(=O)Nc1ccc(S(=O)(=O)CCC(=O)O)cc1	-20	2	8	-1	2	-3	6	-1	0
Cc1ccc(O)c(-c2cc(C(F)(F)F)[nH]n2)c1	-3	3	-1	19	-1	18	5	6	8
Nc1ccc(-n2nnnc2CN2CCOCC2)cc1	9	2	-4	2	-4	4	-2	0	3
O=C(NCCN1CCOCC1)c1cc(-c2ccc(Cl)c(Cl)c2)on1	0	-2	0	-1	-5	-7	3	1	-5
Cc1ccc(-c2cnn(-c3ccccc3)c2N)cc1	7	0	3	11	-9	8	41	-4	15
COc1ccc(Cc2nc(-c3ccc(Cl)cc3)no2)cc1	-1	-2	5	12	-2	11	-6	2	3
OCCNc1nc(Nc2ccc(O)cc2)nc2ccccc12	-7	1	2	1	1	-11	18	4	6
NC(=O)C1CC(=O)N(c2ccc(OCc3ccc(F)cc3)cc2)C1 (stereo unspecified)	-7	6	4	9	-6	-1	14	0	8
COC(=O)CSc1nc(N)c(C#N)c(C(C)C)c1C#N	-11	4	-1	-3	-1	4	-4	0	6
Cc1ccc(N2CC(C(=O)Nc3ccncc3)CC2=O)cc1 (stereo unspecified)	-15	1	-6	5	4	16	11	2	2
CC1CCN(Cc2nc3c(c(=O)n(C)c(=O)n3C)n2CCc2ccccc2)CC1	-15	-8	0	-1	2	-11	2	3	5
COCC(=O)N(Cc1nc2ccccc2c(=O)[nH]1)Cc1cccs1	-6	0	2	-2	2	-6	15	1	-1
O=C(/C=C(\O)c1ccccc1)C(=O)NNC(=O)c1ccccc1	17	7	0	5	-2	4	0	1	10
Cc1nc(NC(=S)NC(=O)c2cncc(Br)c2)ccc1Br	6	-2	1	10	-4	1	7	0	0
CCOc1ccc(C2C(C(=O)Nc3ccc(F)cc3)=C(C)Nc3nc(CCCO)nn32)cc1 (stereo unspecified)	-9	-7	-7	0	-8	-8	8	-6	16
Cc1ccccc1-n1ncc(C(C)NS(=O)(=O)c2sccc2C)c1C (stereo unspecified)	0	1	-3	4	-2	-6	19	2	7
O=C(CSC1=NS(=O)(=O)c2ccccc2N1)Nc1nccs1	1	-2	1	2	5	-4	-7	3	8
CC(C)(C)NC(=O)CN(Cc1cccs1)C(=O)C1COc2ccccc2O1 (stereo unspecified)	-16	6	1	3	0	11	7	-2	8
CCc1noc(C)c1C(=O)N1CCN(S(=O)(=O)c2cccc(C(F)(F)F)c2)CC1	-5	7	-3	-5	5	·	18	-4	5
O=C(COC(=O)/C=C/c1ccccc1Cl)NCCNC(=O)COC(=O)/C=C/c1ccccc1Cl	3	-2	-6	11	-3	11	-10	-1	7
O=C(/C=C/c1cccs1)N1CCN(Cc2ccc3c(c2)OCO3)CC1	-1	2	4	3	3	6	8	5	4
CC[C@H](C)C(N)c1cn([C@@H](CC(N)=O)C(=O)N2CCNCC2)nn1 (stereo partly specified)	-13	10	0	1	3	2	-4	-2	5
CCN1CCCC1CNS(=O)(=O)c1cccc(C(F)(F)F)c1 (stereo unspecified)	-2	-3	0	-6	-2	-3	-22	-3	-7
COc1ccc(N2C(=O)CC(NCc3ccncc3)C2=O)cc1 (stereo unspecified)	4	2	4	5	-2	-5	0	1	-5
COC(=O)c1nnn(-c2nonc2N)c1CN1CCCC1	-14	3	0	3	3	2	2	-1	-2
CSc1nsc(SCC(=O)Nc2ccc(Br)cn2)n1	-2	-3	2	2	-3	-8	-20	-2	1
CCOc1ccc(S(=O)(=O)NC(C)(C)C)cc1-c1nc2c(C(C)(C)C)nn(C)c2c(=O)[nH]1	3	-2	-1	10	-7	7	8	-5	1
O=C(Nc1ccccc1)c1ccccc1OS(=O)(=O)c1ccccc1	-8	-4	0	2	0	-2	-16	0	9
Cc1ccc(C)c(CNS(=O)(=O)c2c(C(=O)N3CCCC3)c(C)n(C)c2C)c1	3	3	12	2	-3	-23	11	4	-4
Cc1ccccc1CCN(CC(=O)NCc1ccc(F)cc1)C(=O)c1csnn1	3	2	3	3	-1	2	-3	2	3
COCCC(=O)N1CCC(Oc2ccc(C(=O)N3CCCCCC3)cc2)CC1	13	7	1	6	4	6	1	2	8
Cc1ccc(CCC(=O)Nc2ccc(CC(=O)O)cc2)o1	-4	-1	3	-1	7	1	7	1	2
COc1ccc(C2/C(=C(/O)c3ccccc3)C(=O)C(=O)N2c2ncccn2)cc1OC (stereo unspecified)	13	1	-2	7	-1	7	3	1	-3
O=C(CSc1nc2ccccc2o1)N1CCN(c2ccc(Cl)cc2)CC1	2	-1	-4	2	2	7	26	1	1
O=C(Nc1c(C(=O)N2CCOCC2)cnn1-c1ccccc1Cl)c1ccco1	-4	5	6	-4	3	-11	12	1	-4
COc1cccc(CSc2nnc(-c3ccco3)n2C)c1	3	-2	3	1	-6	11	-3	-1	-2
Cc1ccc(NC(=O)CSc2nnc(Cc3cccn3C)n2-c2ccc(F)cc2)cc1	2	10	-2	3	-2	0	12	1	5
COc1ccc(-c2csc(C3=C(O)CN(Cc4ccc(Cl)cc4)C3=N)n2)cc1OC	-6	6	7	18	-4	22	17	-4	5
O=C(c1ccco1)N1N=C(c2cccs2)CC1c1ccco1 (stereo unspecified)	11	0	3	2	8	1	2	-3	7
O=C(O)Cn1c(Cc2ccccc2)nc2ccccc21	0	0	-1	0	1	7	1	-5	1
O=C(NC1CCCCC1)C1c2ccccc2C(=O)N1Cc1ccc2c(c1)OCO2 (stereo unspecified)	-1	9	0	0	4	2	2	4	6
C=CCSc1nc(C)c(CC=C)c(=O)[nH]1	-11	2	5	0	2	-15	-7	2	12
CCCc1nc2ccccc2c(C(=O)OCC(=O)Nc2c(C)n(C)n(-c3ccccc3)c2=O)c1CC	12	1	1	7	1	3	10	1	4
CC(=O)c1cccc(NC(=O)CC2S/C(=N/N=C/c3ccccc3)NC2=O)c1 (stereo unspecified)	4	8	0	7	-4	-2	-4	0	9
Cc1ccc(N2CC(C(=O)NC(C)CCc3ccccc3)CC2=O)cc1 (stereo unspecified)	2	9	4	0	-1	-7	-4	-1	14
CNc1nc(-c2ccc3c(c2)CCN3C(=O)c2ccccc2C)cs1	12	0	9	9	4	-4	9	-4	4
C[C@H](NC(=O)c1ccco1)C(=O)NNC(=O)COc1cccc(C(F)(F)F)c1	·	8	6	3	·	·	-2	·	4
O=C(Cc1n[nH]c(=O)c2ccccc12)N1CCN(c2ccc(F)cc2)CC1	6	6	8	-1	-1	9	15	0	3
CCc1ccc2[nH]c(=O)c(C3C(C#N)=C(N)Oc4c3ccc3cccnc43)cc2c1 (stereo unspecified)	14	4	5	43*	3	10	-11	-1	14
CSCC[C@H](N)C(=O)N1CCC(C(=O)N[C@@H](Cc2c[nH]c3ccccc23)C(=O)O)CC1	-3	5	1	-1	4	-7	2	0	11
CCCCC(=O)Nc1cc(OC)c(NC(=O)C2CCCCC2)cc1OC	-14	-1	2	4	4	0	6	2	-1

Further results follow.
SMILES	ZTA counter	PAFAH1B2 FP inh	PAFAH2 FP inh	pPAFAH inh	LYPLA2 inh	EBNA-1 inh	PREPL inhibitor	LYPLA1 inh	PAFAH1B3 FP inh
CC12CCC(C(=O)Nc3c(Cl)cccc3Cl)(C(Br)C1=O)C2(C)C (stereo unspecified)	-10	7	-6	1	0	-7	-6	2	3
COCCNC(=O)C(Cc1c[nH]c2ccccc12)NC(=O)OCc1ccccc1 (stereo unspecified)	6	1	1	6	10	12	-1	0	10
O=C1ON=C(c2ccccc2)/C1=C/c1ccc(-c2ccccc2[N+](=O)[O-])o1	24	15	9	18	3	9	1	1	4
O=C(CC1C(=O)NCCN1C(=O)Nc1ccc(F)cc1F)Nc1ccc(F)cc1 (stereo unspecified)	-5	6	-1	3	1	-2	4	-1	-4
COc1ccc(NC(=O)Cn2nc(Cc3cccnc3)c3ccccc3c2=O)cc1OC	7	1	6	-2	-3	9	-5	-1	3
COc1ccc(CC(=O)n2nc(-c3ccc(Cl)cc3)nc2NCc2ccco2)cc1	5	-1	-6	-2	14	-7	8	0	1
O=C(Nc1cccc(C(F)(F)F)c1)c1cccnc1NCCO	-18	0	9	0	-2	8	-1	-3	4
O=C(Nc1ccc(Cc2ccc(NC(=O)N3CCOCC3)cc2)cc1)N1CCOCC1	7	7	-5	-2	-1	6	1	0	-3
CCCOc1cccc(C(=O)Nc2ccc(Br)cc2F)c1	23	0	-5	3	1	9	4	-1	6
Cc1cc(CN(C)C(=O)CC2C(=O)NCCN2Cc2ccc(F)c(F)c2)on1 (stereo unspecified)	2	3	4	7	2	-1	1	4	5
O=C(CCN1C(=O)/C(=C/c2ccc(F)cc2)SC1=S)NCCc1ccc(O)cc1	-32	-13	-44	-13	-53	-18	8	-29	-22
CCS(=O)(=O)Nc1ccc(C2=NN(S(=O)(=O)CC)C(c3cccs3)C2)cc1 (stereo unspecified)	8	-3	1	1	0	1	3	-2	5
N#CC(C(=O)c1ccccc1)=C1SCCS1	5	·	·	-1	1	-5	-11	-1	·
Cn1cccc1CNC(=O)Nc1ccc(Cl)c(Cl)c1	-6	-3	-2	6	0	3	11	1	-2

The list is partial (hit frequency here may not be typical).
